Assay outcomes: PubChem, several laboratories
Rac1 wt modul = modulators of human Rac1 wildtype GTP binding. GST-Rac1 beads, fluorescent GTP binding, flow cytometry; actives lie on both sides; 0 = cold GTP competed, 100 = untreated. hit rate 0.27% among 190,000. P63000. GTP binding activity (% of control), % at 10 µM;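 active means GTP binding activity at least 20 points away from the 100% control level, either lower or higher; inconclusive means compound flagged as likely green fluorescent, judged across all proteins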
Bim-Mcl-1 = disrupts Bim peptide binding to human Mcl-1. hit rate 0.1% among 190,000. Q07820. AID 1009. inhibition, % at 10 µM. Bead-based flow cytometry, Bim peptide-Mcl-1 binding; in the data active means inhibition above about 40%;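 further: 0% = no compound tracer wells and 100% = peptide blocker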
Target sequence (Q07820 whole entry, looked up): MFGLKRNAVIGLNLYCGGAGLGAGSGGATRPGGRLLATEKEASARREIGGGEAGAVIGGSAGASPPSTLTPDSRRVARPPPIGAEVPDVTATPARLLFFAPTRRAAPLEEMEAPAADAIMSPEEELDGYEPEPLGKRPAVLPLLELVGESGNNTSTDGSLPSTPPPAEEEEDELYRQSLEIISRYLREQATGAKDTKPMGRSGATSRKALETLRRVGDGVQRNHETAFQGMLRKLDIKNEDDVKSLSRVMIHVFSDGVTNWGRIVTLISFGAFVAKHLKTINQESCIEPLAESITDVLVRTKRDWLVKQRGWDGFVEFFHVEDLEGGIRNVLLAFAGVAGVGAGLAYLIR
Rab2 wt GTP = changes GTP binding to wildtype dog Rab2A, up or down | P61105 | GTP binding activity, % at 10 µM | GST-Rab2 wt beads, Bodipy-GTP binding, flow cytometry | hit rate 0.19% among 190,000;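 active means GTP binding activity at least 20 points away from 100%, either lowered or raised; inconclusive means signal likely due to the compound's own green fluorescence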;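 further: 0% = beads with excess unlabeled GTP and 100% = no-compound control corrected for plate trend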
Mcl1 Noxa PPI = Mcl-1/Noxa interaction inhibition; Q07820; TR-FRET Mcl-1/Noxa peptide binding, 2 h; inhibition, % at 21.7 µM; hit rate 1.5% among 220,000; AID 1022;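 active means compounds that cut the protein-peptide binding signal by more than 50% relative to plate controls in a single-dose test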;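 further: His-tagged Mcl-1 with rhodamine Noxa BH3 peptide and terbium anti-His antibody; 0% = Mcl-1 plus Noxa peptide wells and 100% = peptide-only wells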
Avidin fluor = avidin bead compound fluorescence profile | Avidin beads, compound fluorescence 488/530 nm, flow cytometry; hits give high values | fluorescence (KMESF) at 10 µM | hit rate 0.38% among 220,000; in the data active means fluorescence above about 47; further: inactives centre near 10
HRas wt GTP bind = modulators of GTP binding to human HRas wildtype; P01112; GST-Ras wt beads, Bodipy-FL-GTP binding, flow cytometry; actives lie on both sides; GTP binding activity, % at 10 µM; hit rate 0.14% among 190,000; AID 759;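 active means GTP binding activity at least 20% away from the 100% baseline, either lowered as inhibitor or raised as activator; inconclusive means flagged as likely green fluorescent, judged across all proteins in the well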;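 further: 0% = unlabeled GTP competition control and 100% = no-compound control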
Target sequence (P01112 whole entry, looked up): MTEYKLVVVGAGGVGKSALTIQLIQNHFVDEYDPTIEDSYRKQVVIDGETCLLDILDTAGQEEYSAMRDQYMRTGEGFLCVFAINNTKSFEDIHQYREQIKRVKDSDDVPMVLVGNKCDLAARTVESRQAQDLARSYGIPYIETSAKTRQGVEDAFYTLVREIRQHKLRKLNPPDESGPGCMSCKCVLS
Mcl1-Bid inh = Mcl-1/Bid interaction inhibition. TR-FRET Mcl-1/Bid-Dy647 peptide binding, 1536-well. inhibition, % at 21.7 µM. hit rate 0.97% among 220,000;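 active means compounds that cut the binding signal by more than half at the single screening dose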;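 further: His-tagged Mcl-1 with europium anti-His antibody binding Bid BH3 peptide; 0% = Mcl-1 plus peptide wells and 100% = peptide-only wells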
Cdc42 wt = human Cdc42 wildtype GTP binding change, either direction. P60953. GST-Cdc42 beads, Bodipy-GTP binding, flow cytometry; actives lie on both sides. percent activity (GTP binding), % at 10 µM. hit rate 0.2% among 190,000. AID 761;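 active means percent activity GTP binding at least 20 points away from the 100% baseline, either down as inhibitor or up as activator; inconclusive means compound flagged as likely green fluorescent from well-wide comparison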;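 further: median bead fluorescence of bound Bodipy-FL-GTP at 100 nM; 0% = excess unlabeled GTP control and 100% = no compound control; below 100% means less GTP binding so inhibitor and above means activator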
Target sequence (P60953 whole entry, looked up): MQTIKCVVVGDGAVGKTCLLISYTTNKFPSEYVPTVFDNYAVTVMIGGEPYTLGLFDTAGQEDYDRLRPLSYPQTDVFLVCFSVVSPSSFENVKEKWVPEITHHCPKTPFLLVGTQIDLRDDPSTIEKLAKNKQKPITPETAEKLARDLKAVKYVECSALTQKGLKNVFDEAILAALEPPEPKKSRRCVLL
Rac1 mut GTP = human Rac1 activated mutant GTP binding change. P63000. GST-Rac1 activated beads, fluorescent GTP binding, flow cytometry; actives lie on both sides; 100% means binding = to untreated wells. percent activity (GTP binding), % at 10 µM. hit rate 0.11% among 190,000;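 active means GTP binding at least 20 percentage points away from the 100% baseline, in either direction, so actives lie on both sides; inconclusive means Compound likely fluorescent itself, or too few beads counted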
Rab7 wt modul = modulators of GTP binding to dog Rab7 wildtype GTPase; hit rate 0.055% among 190,000; GST-Rab7 beads, fluorescent GTP binding, flow cytometry; actives lie on both sides; untreated = 100%, excess cold GTP = 0%; GTP binding activity (percent of control), % at 10 µM;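 active means fluorescent GTP binding to Rab7 beads changed by at least 20 points from the 100% baseline, either direction, mostly lower; inconclusive means compound itself probably fluorescent, or too few beads counted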;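 further: median green fluorescence of bound Bodipy-FL-GTP per Rab7 bead population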
Pf gametocyte = P. falciparum stage V gametocyte viability inhibition. inhibition, % at 10.9 µM. AID 743093. hit rate 0.065% among 150,000. P. falciparum stage V gametocytes, ATP luminescence, 24 h;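 active means inhibition above the mean plus 3 SD of compounds within the control limits, set per campaign, cut at about 38% in these data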;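 further: 0% = DMSO wells and 100% = medium only without gametocytes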
Numbers without * were called inactive; ? = inconclusive; nt = not tested or not shown.

entry	Compound	Rac1 wt modul	Bim-Mcl-1	Rab2 wt GTP	Mcl1 Noxa PPI	Avidin fluor	HRas wt GTP bind	Mcl1-Bid inh	Cdc42 wt	Rac1 mut GTP	Rab7 wt modul	Pf gametocyte
1	COc1ccc2cc3c(N)nn(C(=O)Cc4ccccc4OC)c3nc2c1	90	2	91	26	6	91	10	90	92	91	nt
2	COC(=O)Cn1c(C)nc2c(sc3nc(C)cc(C)c32)c1=O	104	0	100	-12	24	101	8	105	100	100	nt
3	CCn1ccnc1CNCc1ccc(OCC(O)CN(C)Cc2ccccc2)cc1 (centres undefined)	96	-3	98	-2	2	98	-36	96	94	105	16
4	Cc1onc(-c2ccccc2Cl)c1C(=O)NCc1ccc(N2CCCC2=O)cc1	?	1	?	-1	9	?	0	?	?	?	nt
5	O=C(COC(=O)c1ccccn1)Nc1ccc(S(=O)(=O)N2CCOCC2)cc1	109	-1	103	3	10	105	3	106	100	103	nt
6	CCN1C2=NCCCN2c2ccccc21	106	0	104	7	8	105	-17	106	99	102	28
7	COc1cccc(NC(=O)CN(C)C(C)C(=O)Nc2cc([N+](=O)[O-])ccc2Cl)c1 (centres undefined)	94	0	92	15	12	93	-4	90	92	100	-16
8	CC(NC(=S)NCCN1CCOCC1)C12CC3CC(CC(C3)C1)C2 (centres undefined)	99	-5	100	14	15	101	-33	96	96	106	14
9	O=S(CCc1ccncc1)Cc1ccccc1 (centres undefined)	104	-5	97	17	12	100	-26	101	100	97	2
10	CCn1c2ccccc2c2nnc(SCC(=O)Nc3ccc4c(c3)OCO4)nc21	90	0	91	10	6	92	-5	91	88	92	nt
11	O=C(CNS(=O)(=O)c1cccs1)N1CCc2ccccc2C1	103	0	101	-14	39	101	-7	99	98	101	nt
12	COc1ccc(/C=N/NC(=O)Cn2nnc3ccccc32)cc1OC	98	-3	98	-6	6	98	-24	98	98	96	nt

An excerpt of these results, as labelled records:
[9] O=S(CCc1ccncc1)Cc1ccccc1 (centres undefined)
  Rac1 wt modul: 104; Bim-Mcl-1: -5; Rab2 wt GTP: 97; Mcl1 Noxa PPI: 17; Avidin fluor: 12; HRas wt GTP bind: 100; Mcl1-Bid inh: -26; Cdc42 wt: 101; Rac1 mut GTP: 100; Rab7 wt modul: 97; Pf gametocyte: 2

[10] CCn1c2ccccc2c2nnc(SCC(=O)Nc3ccc4c(c3)OCO4)nc21
  Rac1 wt modul: 90; Bim-Mcl-1: 0; Rab2 wt GTP: 91; Mcl1 Noxa PPI: 10; Avidin fluor: 6; HRas wt GTP bind: 92; Mcl1-Bid inh: -5; Cdc42 wt: 91; Rac1 mut GTP: 88; Rab7 wt modul: 92; Pf gametocyte: nt

[11] O=C(CNS(=O)(=O)c1cccs1)N1CCc2ccccc2C1
  Rac1 wt modul: 103; Bim-Mcl-1: 0; Rab2 wt GTP: 101; Mcl1 Noxa PPI: -14; Avidin fluor: 39; HRas wt GTP bind: 101; Mcl1-Bid inh: -7; Cdc42 wt: 99; Rac1 mut GTP: 98; Rab7 wt modul: 101; Pf gametocyte: nt

[12] COc1ccc(/C=N/NC(=O)Cn2nnc3ccccc32)cc1OC
  Rac1 wt modul: 98; Bim-Mcl-1: -3; Rab2 wt GTP: 98; Mcl1 Noxa PPI: -6; Avidin fluor: 6; HRas wt GTP bind: 98; Mcl1-Bid inh: -24; Cdc42 wt: 98; Rac1 mut GTP: 98; Rab7 wt modul: 96; Pf gametocyte: nt

Carrying on.
entry	Compound	Rac1 wt modul	Bim-Mcl-1	Rab2 wt GTP	Mcl1 Noxa PPI	Avidin fluor	HRas wt GTP bind	Mcl1-Bid inh	Cdc42 wt	Rac1 mut GTP	Rab7 wt modul	Pf gametocyte
13	COc1ccc(/C=N/NC(=O)CN2CCSCC2)c(OC)c1	106	3	101	60*	14	103	-7	102	102	103	nt
14	COc1ccc(N2CC(NC(=O)NCCC(C)C)CC2=O)cc1 (centres undefined)	104	-4	99	13	21	98	-1	104	101	98	nt
15	C=C(C)c1cccc(C(C)(C)NC(=O)N2CCN(CC(N)=O)CC2)c1	100	-4	97	9	38	100	-11	101	98	97	17
16	COc1ccc(C2SCC(=O)N2CC23CC4CC(CC(C4)C2)C3)cc1 (centres undefined)	103	-2	100	8	7	101	13	98	99	100	22
17	COc1cc(C(=O)NCc2ccc3c(c2)OCO3)ccc1OCc1c(C)noc1C	101	-5	101	16	12	102	-18	101	101	99	nt
18	CCCCOC(=O)Nc1ccc(C(=O)OC)cc1	99	0	101	3	13	103	-13	102	99	104	-25
19	Cc1ccccc1NC(=O)Cc1nc(CCl)cs1	104	-8	97	32	1	101	22	98	96	105	nt
20	Cc1ccccc1CN(c1ccc(C(=O)NCCC2=CCCCC2)cc1)S(C)(=O)=O	101	0	97	16	22	100	-17	99	98	100	22
21	O=C(NCCO)c1cccc2c1C(=O)c1ccccc1-2	106	-1	98	46	2	99	7	103	97	100	-8
22	Cc1ccc(-c2ccc(=O)n(CC(=O)NCCN(C)C)n2)cc1	103	-1	104	14	8	103	1	103	99	104	nt
23	CCOc1ccc(C(=O)N2CCN(c3ccccc3)CC2)cc1OCC	100	-1	102	4	7	103	-22	100	99	105	nt
24	CNC(=O)c1nc(C)n(-c2cc(Cl)ccc2Cl)n1	103	-4	99	0	37	102	-5	101	99	102	-7

Mcl1 Noxa PPI, entries above that show a hit.
cpd	molecule	Rac1 wt modul	Bim-Mcl-1	Rab2 wt GTP	Mcl1 Noxa PPI	Avidin fluor	HRas wt GTP bind	Mcl1-Bid inh	Cdc42 wt	Rac1 mut GTP	Rab7 wt modul
13	COc1ccc(/C=N/NC(=O)CN2CCSCC2)c(OC)c1	106	3	101	60*	14	103	-7	102	102	103

Following part
| cpd | canonical_smiles | Rac1 wt modul | Bim-Mcl-1 | Rab2 wt GTP | Mcl1 Noxa PPI | Avidin fluor | HRas wt GTP bind | Mcl1-Bid inh | Cdc42 wt | Rac1 mut GTP | Rab7 wt modul | Pf gametocyte |
| --- | --- | --- | --- | --- | --- | --- | --- | --- | --- | --- | --- | --- |
| 25 | NCCNc1ccc([N+](=O)[O-])c(Sc2nc3ccccc3[nH]2)c1 | 99 | -3 | 96 | 6 | 6 | 97 | -2 | 98 | 98 | 99 | 9 |
| 26 | O=C(NCC(=O)N(c1cccnc1)C(C(=O)NC1CCCC1)c1ccccc1)c1ccco1 (centres undefined) | 101 | 3 | 103 | 4 | 14 | 99 | -12 | 98 | 96 | 109 | nt |
| 27 | COc1ccc(CC(=O)NNC(=O)CCc2ccccc2)cc1 | 95 | 0 | 95 | 10 | 12 | 93 | -2 | 92 | 92 | 94 | -4 |
| 28 | Cc1ccc(C(=O)N2CCN(c3cc(=O)[nH]nc3-c3ccccc3)CC2)cc1 | 104 | 0 | 103 | -9 | 14 | 103 | -3 | 104 | 102 | 96 | nt |
| 29 | Cc1nc2ccccn2c1C(=O)NC1CCCc2ccccc21 (centres undefined) | 105 | -1 | 101 | 17 | 9 | 104 | -24 | 99 | 97 | 109 | -12 |
| 30 | O=C(CCCC(=O)OCC(=O)NC1CCCC1)Nc1ccccn1 | 105 | 3 | 98 | 4 | 5 | 101 | 5 | 101 | 98 | 100 | 23 |
| 31 | COc1ccc(/C(O)=C2\C(=O)C(=O)N(CCN(C)C)C2c2cccc(OC)c2OC)cc1Cl (centres undefined) | 98 | 8 | 98 | nt | 7 | 96 | nt | 96 | 98 | 96 | 6 |
| 32 | O=C(NCCCCCCNC(=O)NCc1ccco1)NCc1ccco1 | 103 | -2 | 102 | 22 | 7 | 104 | -14 | 104 | 101 | 99 | nt |
| 33 | Cn1ncc2c1ncn1nc(COc3ccc4ccccc4c3)nc21 | 100 | -2 | 94 | 13 | 13 | 98 | -9 | 96 | 95 | 95 | nt |
| 34 | COc1ccc(C2C3=C(CC(C)(C)CC3=O)Oc3ncn(CCO)c(=N)c32)cc1OC (centres undefined) | 101 | -4 | 94 | 3 | 5 | 97 | -26 | 96 | 98 | 93 | nt |
| 35 | Cc1ccc(NC(=O)CCC(=O)NNC(=O)/C=C/C(=O)O)c(C)c1 | 105 | -7 | 99 | 31 | 17 | 101 | -11 | 101 | 101 | 100 | -11 |
| 36 | CCCC(NC(=O)c1c(C)noc1C)C12CC3CC(CC(C3)C1)C2 (centres undefined) | 93 | 1 | 96 | -9 | 9 | 96 | -13 | 108 | 96 | 101 | 14 |
| 37 | O=C(Nc1ccccc1)c1ccc(NCC2CCCO2)c(S(=O)(=O)N2CCOCC2)c1 (centres undefined) | 110 | -3 | 99 | 13 | 31 | 102 | -4 | 107 | 99 | 101 | 29 |
| 38 | O=C(O)c1ccc(N=NN2CCCCCC2)cc1 | 106 | -3 | 102 | 18 | 6 | 104 | -35 | 103 | 101 | 101 | 1 |
| 39 | CC(C)CN(C(=O)CCc1ccccc1)c1c(N)n(CC(C)C)c(=O)[nH]c1=O | 99 | -2 | 95 | -1 | 5 | 97 | -3 | 96 | 97 | 101 | 4 |
| 40 | CC/C(O)=C(\C#N)c1nnc2n1CCCCC2 | 105 | -2 | 103 | 22 | 11 | 104 | -47 | 104 | 101 | 101 | nt |
| 41 | N#C/C(=C\c1ccc(-c2ccc([N+](=O)[O-])cc2Br)o1)C(=O)N1CCN(c2ccccc2)CC1 | 96 | -3 | 96 | 21 | 4 | 96 | -24 | 97 | 93 | 99 | -1 |
| 42 | COCCn1nnnc1CN1CCN(c2cccc(C(F)(F)F)c2)CC1 | 104 | -1 | 103 | 28 | 3 | 103 | -5 | 105 | 101 | 104 | 5 |
| 43 | C/C(=N\NC(=O)c1cccnc1)c1ccc(-n2ccnc2)cc1 | 99 | -2 | 96 | -3 | 7 | 96 | -2 | 98 | 101 | 95 | -11 |
| 44 | COc1ccc(N=C2S/C(=C\c3ccco3)C(=O)N2CC(C)C)cc1 | 106 | -4 | 106 | 16 | 12 | 105 | 5 | 106 | 103 | 107 | nt |
| 45 | CCc1cc(CNC(=O)CCc2nnc(CCCc3ccccc3)o2)on1 | 100 | -4 | 97 | 6 | 14 | 98 | -15 | 97 | 96 | 96 | -4 |
| 46 | CCCCN(C)C(=O)c1oc2ccc(S(=O)(=O)N3CCCCCC3)cc2c1C | 101 | 0 | 101 | 17 | 12 | 102 | -15 | 100 | 100 | 104 | nt |
